HMGR II inh: inhibitors of class II HMG-CoA reductase from Enterococcus faecalis | purified E. faecalis HMGR, NADPH absorbance 340 nm kinetic | 190,000 compounds, 0.41% hits | inhibition, % at 10 µM;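 active = inhibition above a set limit, the median over all tested compounds plus 3 SD, cut at about 9.5% in these data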;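 also: enzyme runs in reverse so mevalonate oxidation gives rising NADPH absorbance; 0% = complete reaction with DMSO and 100% = background rate lacking mevalonate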
Hsp70 act: switches on Hsp70 transcription; HeLa Hsp70 promoter luciferase reporter, luminescence; scaled: vehicle 0, proteasome-inhibitor control 100%; activation, % at 10 µM; 200,000 compounds, 0.04% hits; AID 1203;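 active = activation above the mean across all tested compounds plus 3 SD, cutoff set per campaign, cut at about 5.5% in these data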;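 also: 100% = MG132 at 30 µM as the positive control and 0% = DMSO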
TNAP inh hi DEA: blocks human TNAP under high phosphate acceptor concentration; P05186; purified TNAP, CDP-star luminescence, 1 M DEA; inhibition, % at 20 µM; 200,000 compounds, 0.03% hits; AID 1135;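 active = over 50% inhibition of tissue-nonspecific alkaline phosphatase at 20 µM in the single-dose screen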;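 also: plate controls were DMSO wells for no effect and EDTA-quenched wells as full inhibition for full effect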
Target sequence (P05186 whole entry, looked up): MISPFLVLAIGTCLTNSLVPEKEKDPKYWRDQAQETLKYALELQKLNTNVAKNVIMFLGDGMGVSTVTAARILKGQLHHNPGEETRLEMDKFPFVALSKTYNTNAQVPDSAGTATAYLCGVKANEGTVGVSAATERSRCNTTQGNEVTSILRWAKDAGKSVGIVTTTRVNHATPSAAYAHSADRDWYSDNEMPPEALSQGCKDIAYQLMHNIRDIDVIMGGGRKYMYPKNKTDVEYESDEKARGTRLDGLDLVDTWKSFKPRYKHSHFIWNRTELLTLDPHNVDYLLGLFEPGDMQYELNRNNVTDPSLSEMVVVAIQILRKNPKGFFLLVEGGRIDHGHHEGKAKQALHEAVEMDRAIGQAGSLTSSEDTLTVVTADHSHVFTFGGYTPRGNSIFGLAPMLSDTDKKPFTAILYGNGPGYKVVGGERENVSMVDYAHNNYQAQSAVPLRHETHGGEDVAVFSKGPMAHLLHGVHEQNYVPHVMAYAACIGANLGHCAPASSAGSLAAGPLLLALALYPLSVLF
DTT redox prof: compounds producing H2O2 with reducing agent – biochemical, NIH compound library profiling, artefact control for MLSCN library redox annotation, primary screen; activation, % at 10 µM; 200,000 compounds, 0.03% hits; DTT-dependent redox cycling H2O2, phenol red/HRP absorbance; 100% = 100 µM peroxide control, 0% = buffer; AID 878;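 active = activation of at least 50% relative to the plate's high and low controls in the primary single-dose screen; inactive = activation below 50%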;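 also: compound incubated with DTT at 0.8 mM final as the reducing agent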
PMI act satM6P: PMI (human) activation, high substrate; activation factor at 20 µM; 190,000 compounds, 0.34% hits; coupled PMI enzyme assay, resazurin fluorescence, 20 min; stronger effect = higher value; 1 = untreated enzyme, 0 = substrate-free blank; P34949;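 active = activation factor of 2 or more at 20 µM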
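assay system = human phosphomannose isomerase with PGI, G6PDH, diaphorase coupling enzymes | quantity = 15 ng/mL PMI | incubation = enzyme reaction with compound 20 min at room temperature | medium = HEPES pH 7.4 buffer with MgCl2 and Tween-20 | compound dosing = one concentration, 20 µM, in 1% DMSO | measured by = Diaphorase-driven resazurin-to-resorufin fluorescence, excitation 544, emission 590 nm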
L major viab: Leishmania major promastigote growth inhibition | inhibition, % at 10 µM | 200,000 compounds, 9% hits | Leishmania major promastigotes, resazurin fluorescence viability | AID 1063; in the data active = inhibition above about 50%;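 also: promastigotes grown with compound for 44 hours at 28 °C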
RAM inhibit: yeast RAM network inhibition; 190,000 compounds, 1.8% hits; AID 868; inhibition, % at 50 µM; S. cerevisiae dse1pr::URA3 reporter, 5-FOA growth OD615, 2 d; analog-sensitive cbk1-as2 kinase mutant strain;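 active = inhibition above a set limit, 3 SD over mean compound inhibition, cut at about 8.4% in these data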;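 also: 0% = DMSO-only wells with no growth and 100% = 10 µM 1-NA-PP1 full growth; inhibition rescues growth on 5-FOA so higher OD means more RAM inhibition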
S1P3 antag: antagonists of human S1P3 receptor; Q99500; CHO S1P3 NFAT-BLA reporter, FRET fluorescence, antagonist mode; inhibition, % at 4.98 µM; 170,000 compounds, 0.27% hits; AID 485;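 active = inhibition above the plate cutoff, the mean inhibition of test wells on that plate plus 3 SD, cut at about 28% in these data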;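 also: cells challenged with S1P at its EC80 of 0.8 µM; blue over green emission ratio from cleaved BLA substrate after 4 h stimulation; 0% = S1P-stimulated wells and 100% = unstimulated DMSO-only wells; some compounds past the cut are filed as inactive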
Target sequence (Q99500 whole entry, looked up): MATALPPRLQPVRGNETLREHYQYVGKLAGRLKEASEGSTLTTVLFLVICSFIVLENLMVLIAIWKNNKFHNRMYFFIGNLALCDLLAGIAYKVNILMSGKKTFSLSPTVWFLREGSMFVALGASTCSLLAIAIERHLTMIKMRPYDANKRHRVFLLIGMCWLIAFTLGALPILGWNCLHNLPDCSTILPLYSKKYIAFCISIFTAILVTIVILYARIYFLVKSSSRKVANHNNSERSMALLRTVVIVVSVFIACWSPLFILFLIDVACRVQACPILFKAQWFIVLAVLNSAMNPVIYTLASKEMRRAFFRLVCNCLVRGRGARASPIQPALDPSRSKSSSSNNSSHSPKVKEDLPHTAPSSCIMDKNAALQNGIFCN
PMI activator: activators of human phosphomannose isomerase; P34949; purified human PMI, coupled resazurin fluorescence, 20 min; stronger effect = higher value; 1 = vehicle control, 0 substrate-free wells; activation factor at 20 µM; 190,000 compounds, 0.005% hits;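 active = activation factor of 2 or more at 20 µM, relative to plate controls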
TNAP inh no acc: TNAP (human) inhibition, acceptor-free conditions. inhibition, % at 20 µM. 200,000 compounds, 0.26% hits. purified TNAP, CDP-star luminescence, 30 min;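 active = tissue-nonspecific alkaline phosphatase inhibition above about 50% at 20 µM in the single-dose screen, limit read from the data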;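 also: 0% = DMSO negative control and 100% = EDTA positive control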
* = called active by the depositor; / = no result given. Outcome played no part in choosing rows; about 12% have a hit in one of these screens.

no. | SMILES | HMGR II inh | Hsp70 act | TNAP inh hi DEA | DTT redox prof | PMI act satM6P | L major viab | RAM inhibit | S1P3 antag | PMI activator | TNAP inh no acc
1 | Cc1cc2nnc(SCC(=O)NCc3cccs3)n2c2ccccc12 | -2 | -0.4 | -4 | 0.2 | 1 | -2 | 5.5 | / | 0.9 | -13
2 | COc1ccc(OCCSc2nc(N)cc(N)n2)cc1 | -4 | -0.2 | -3 | 0.1 | 1 | 0 | 1.5 | / | 1 | -10
3 | O=C(CN1CCC(n2nnc3cc(C(F)(F)F)ccc32)CC1)NNC(=O)c1ccco1 | -3 | -0.1 | -6 | -0.3 | 1.1 | -6 | -0.2 | 13 | 1 | -155
4 | O=C1CC2(CCCCC2)Oc2ccc(O)cc21 | 0 | -0.2 | -3 | 0.4 | 1 | -1 | 2.0 | / | 1 | -16
5 | O=C(CN1C(=O)CSCC1=O)NCc1ccc(F)cc1 | -1 | -0.4 | 0 | -0.1 | 1 | -7 | 1.6 | -7 | 0.9 | -6
6 | Cc1cc(NC(=O)CSc2ncnc3c2cnn3-c2cccc(Cl)c2)no1 | -2 | 0.1 | -3 | 0.3 | 1 | -7 | 5.2 | -19 | 1.1 | -8
7 | COC(=O)c1ccccc1Nc1cc(C)nc2nc(C)nn12 | 3 | -0.3 | -7 | 0.1 | 1.1 | -6 | -0.1 | 7 | 1.1 | -9
8 | COc1ccc2nc(/N=C\N(C)C)sc2c1 | -8 | -0.3 | -1 | -0.3 | 1 | 0 | 2.0 | -18 | 0.9 | -10
9 | COc1ccccc1C/C(N)=N/OC(=O)c1cccc([N+](=O)[O-])c1C | -2 | -0.4 | -3 | 1.4 | 1.1 | 35 | -0.5 | -20 | 1.1 | -5
10 | Cc1cc(C)c2nc(SC(C)C#N)cc(C)c2c1 (stereo unspecified) | -6 | -0.4 | -9 | 0.1 | 0.9 | 3 | 3.3 | / | 0.9 | -12
11 | Cc1ccc(S(=O)(=O)N(C)c2ccc(C(=O)N3CCC(C(N)=O)CC3)cc2)cc1 | 1 | -0.2 | -1 | 2.6 | 0.7 | 0 | 0.1 | -4 | 0.7 | -4
12 | COc1cccc(CNC(=O)C2CCCN(S(=O)(=O)c3cnc[nH]3)C2)c1 (stereo unspecified) | -9 | 0.2 | -6 | -2.8 | 0.9 | -4 | -0.5 | -11 | 0.9 | -7
13 | CCn1c(=O)cc(SCC(=O)N2CCCCC2)c2ccccc21 | -3 | -0.1 | -7 | 3.3 | 1.1 | 16 | -0.3 | / | 1.1 | 1
14 | Cc1ccc(OCC(=O)NNC(=O)c2cc3ccccc3o2)cc1C | -5 | -0.4 | -7 | -0.7 | 1 | -4 | 1.8 | / | 1 | -19
15 | O=C1c2ccccc2-c2nc3ccccc3nc21 | -1 | -0.3 | -5 | 9.3 | 1.6 | 15 | 0.2 | / | 1.2 | -6
16 | Fc1cccc(/C=N/Nc2nc3ccccc3[nH]2)c1 | -4 | 0.1 | -6 | -2.2 | 1 | 83* | 1.4 | 3 | 0.9 | -36
17 | CC(NC(=O)c1ccc(NS(C)(=O)=O)cc1)c1ccccc1 (stereo unspecified) | 2 | -0.3 | -6 | 3.7 | 1 | -3 | -0.1 | -16 | 1 | -6
18 | Cc1ccc(C2=C(CC(=O)O)C(=O)CC2)cc1 | -3 | -0.1 | 0 | 3.8 | 1 | 42 | 0.8 | -1 | 0.8 | -27
19 | Cc1cc(C(=O)CN2C(=O)NC3(CCCCC3C)C2=O)c(C)n1Cc1cccs1 (stereo unspecified) | 4 | 0.2 | -2 | 0.0 | 0.9 | 11 | 5.1 | 8 | 0.9 | -7
20 | O=C(Nc1ccccc1F)c1ccccc1-c1ccccc1 | -4 | -0.3 | 1 | 0.0 | 0.8 | -4 | -0.4 | -2 | 0.8 | -13
21 | COc1coc(C(O)CN)cc1=O (stereo unspecified) | -3 | -0.1 | -5 | -0.9 | 0.9 | 1 | 0.0 | 12 | 1.1 | -12
22 | C=CCn1c(COC)nnc1SCC(=O)c1ccc(F)cc1 | -5 | 0.0 | -4 | 0.0 | 1.4 | -3 | 1.7 | 16 | 1.1 | -8
23 | Cc1ccc(-c2n[nH]c(=O)c3ccccc23)cc1S(=O)(=O)N(C)CCO | -5 | 0.0 | 1 | 0.3 | 1 | 0 | 0.8 | / | 0.9 | -4
24 | CCc1ccc(-c2csc(NC(=O)COC(=O)CCc3nc4ccccc4s3)n2)cc1 | -4 | 0.0 | 1 | 0.5 | 1.1 | -4 | 5.7 | 6 | 1 | -14
25 | CCCC(=O)Nc1cccc(NC(=O)c2ccccc2Br)c1 | 3 | -0.4 | -5 | -1.8 | 0.9 | 1 | 0.6 | / | 0.9 | -13
26 | O=C1N/C(=C/c2cccn2-c2ccccc2)C(=O)N1c1cccc(Cl)c1 | 0 | 0.0 | -1 | 0.9 | 1.2 | -6 | 3.1 | 6 | 1.3 | -7
27 | CCC(c1nnc(SCC(=O)NCC2CCCO2)n1Cc1ccccc1)N(C)C (stereo unspecified) | / | 0.2 | / | -0.1 | / | -1 | / | -33 | / | /
28 | NC(N)=N/N=C/c1cccc(Cl)c1Cl | -1 | -0.4 | 6 | -0.6 | 1.1 | 100* | 0.6 | 1 | 1.1 | -3
29 | CCc1nnc(NC(=O)CCc2c[nH]c3ccccc23)s1 | -4 | -0.1 | -3 | -2.1 | 1 | -8 | 4.9 | 0 | 1 | -10
30 | Cc1nc2ccc(NC(=S)NCc3ccccc3)cc2nc1C | -2 | -0.3 | -2 | -0.1 | 0.6 | 6 | 1.1 | 6 | 1.3 | -5
31 | CCn1ccc(C(=O)N2CCOCC2)n1 | -1 | 0.1 | -2 | -0.8 | 1 | -7 | 1.2 | -5 | 0.9 | -4
32 | CCc1cccc(CC)c1NC(=O)COC(=O)Cc1ccsc1 | -4 | -0.3 | 1 | 0.6 | 1 | -6 | 0.2 | -4 | 1 | -2
33 | CCOC(=O)c1c(-c2ccc(C)cc2)csc1/N=C/N(C)C | -4 | -0.3 | 0 | 0.0 | 0.8 | 17 | 0.4 | -15 | 0.9 | -12
34 | CN(CC(=O)NCCC1=CCCCC1)S(=O)(=O)c1ccc2c(c1)c(=O)n(C)c(=O)n2C | -1 | -0.2 | -6 | 0.1 | 1.1 | -8 | 1.6 | 74* | 1 | -15
35 | Cc1ccc2nc(C3CCCN(C(=S)Nc4cccc(C)c4C)C3)[nH]c2c1 (stereo unspecified) | -2 | -0.4 | -8 | 2.6 | 0.9 | 82* | 0.8 | / | 0.9 | -8
36 | N#C/C(=C\c1cn(Cc2ccccc2)c2ccccc12)C(=O)NCc1ccco1 | -2 | -0.4 | -1 | 0.4 | 0.8 | 51* | 7.1 | -9 | 0.8 | -11
37 | CCN(CC)S(=O)(=O)c1cc(NC(=O)COC(=O)CCC(=O)c2ccc(F)cc2)ccc1C | 2 | -0.2 | -4 | 0.0 | 1 | -7 | 9.5* | -4 | 1 | -4
38 | CC(=O)NC(Cc1ccccc1F)C(=O)NC1CCN(c2ncccc2[N+](=O)[O-])CC1 (stereo unspecified) | 6 | -0.1 | 6 | 5.4 | 0.8 | -8 | 0.6 | -9 | 0.8 | 8
39 | CC1(C)Cc2c(sc3nc4n(c(=O)c23)CCC4)CO1 | -2 | -0.4 | 0 | -0.5 | 1 | -5 | -0.4 | / | 1 | -2
40 | C=CCNC(=S)NNc1nc2c(c(=O)[nH]1)C1(CCCC1)Cc1ccccc1-2 | 2 | -0.2 | -1 | -0.2 | 0.9 | -8 | 2.6 | -7 | 0.8 | -81
41 | C=CCn1c(SCc2ccc(F)cc2)nc2c1c(=O)[nH]c(=O)n2C | -9 | -0.3 | -4 | 0.1 | 1 | 3 | 1.0 | 6 | 1 | -17
42 | CCOC(=O)c1nnn(-c2nonc2N)c1-c1ccccc1 | 1 | 0.4 | 1 | 0.9 | 1 | -1 | 1.1 | 18 | 1 | -10
43 | CCOC(=O)C1CCCN(C(=O)c2cnn3c(C(F)(F)F)cc(-c4ccccc4)nc23)C1 (stereo unspecified) | -10 | -0.3 | -6 | 0.1 | 0.9 | 52* | 0.3 | 20 | 0.9 | -12
44 | O=C1NC(=O)/C(=C\c2ccc(Oc3cnccn3)cc2)S1 | -6 | -0.3 | -4 | -1.3 | 0.9 | -1 | 3.0 | 0 | 0.9 | -17
45 | Cc1ccc(NC2=C/C(=N/S(=O)(=O)c3cccs3)c3ccccc3C2=O)cc1C | 1 | -0.3 | 16 | -0.7 | 0.7 | 82* | 1.2 | -18 | 1.1 | 8
46 | COc1ccc(-c2onc(C)c2-c2cscn2)c(O)c1 | 4 | -0.1 | 0 | -3.0 | 0.9 | -7 | 2.2 | -13 | 1 | -3
47 | CCOC(=O)CN1CCc2c(C)nc3c(-c4ccc(OC)c(OC)c4)cnn3c21 | -5 | -0.2 | -4 | 1.9 | 0.8 | 4 | -0.7 | / | 0.8 | -2
48 | COCCN(CCOC)C(=S)Nc1ccccc1Cl | 1 | -0.5 | -2 | -0.1 | 1 | -4 | 1.8 | -9 | 1 | -3
49 | CCCOc1ccc(NC(=O)C(=O)NCCCn2ccnc2)cc1 | -2 | 0.0 | 3 | -0.1 | 1 | 6 | 0.9 | -10 | 1 | 1
50 | CCCOc1ccc(NC(=O)C2CC(=O)N(C)C(=Nc3cccc(OC)c3)S2)cc1 (stereo unspecified) | -2 | -0.3 | -4 | 0.0 | 0.9 | -4 | 3.7 | -6 | 0.8 | -10
51 | Cc1ccc(NC(=O)C2CCCN(S(=O)(=O)c3c(C)noc3C)C2)cc1F (stereo unspecified) | -4 | 0.0 | -5 | 0.3 | 1 | 7 | 1.6 | 10 | 1 | -13
52 | O=C(NCCCN1CCCC1=O)c1ccc2c(c1)ncn2C1CCCCC1 | 2 | 0.0 | -6 | 0.0 | 1.1 | -4 | 0.4 | -19 | 1.1 | -7
53 | Cc1c(C(=O)NCCSCc2c(Cl)cccc2Cl)cccc1[N+](=O)[O-] | -3 | -0.3 | 4 | -0.6 | 0.8 | 0 | 3.1 | / | 0.8 | 2
54 | Cc1nn(-c2ccccc2)c2c1C(c1ccc(O)c(O)c1)N1C(=N2)C(Nc2ccccc2)=Nc2ccccc21 (stereo unspecified) | 3 | -0.4 | 7 | 2.7 | 0.9 | 90* | 0.0 | / | 0.8 | 1
55 | Cc1cc(C(F)(F)F)nn1Cc1n[nH]c(=S)n1-c1cccc(Cl)c1 | 5 | 0.2 | -6 | -3.8 | 1 | 2 | 1.1 | / | 1 | 15
56 | COc1ccc(S(=O)(=O)NCC(=O)Nc2cccc(C)c2C)cc1OC | -5 | 0.5 | 6 | -0.3 | 1 | -3 | 5.9 | -12 | 1 | 2

Screening data: PubChem BioAssay, several laboratories
